# Source: PubChem BioAssay
# Abeta yeast res = qHTS for compounds that reverse cellular toxicity of Amyloid beta (A-beta) peptide in yeast: Primary Screen | yeast expressing A-beta42, growth rescue, OD600, 48 h; response scale: 0% DMSO, 100% iron-clioquinol control | Potency, µM (titrated, usually from 46.1 µM), without a hit: at the top dose growth rescue, usual class: activators | actives 0.063% (n = 410,000) | AID 1347071, 2019; note: nearly all actives have a fitted effect of over 55% in size
#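 Growth rescue measured by 600 nm absorbance after 48 h yeast culture at 30 C with compound. Values normalized between DMSO and an equimolar ferric chloride plus clioquinol control.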
# FUS yeast rescue = qHTS for Suppressors of FUS Proteinopathy: Primary screen using FUS-linked yeast assay; S. cerevisiae FUS-expressing, growth rescue, OD600, 24 h; Potency, µM (titrated, usually from 76.6 µM), for the others: top-dose growth rescue (activation), hits mostly activators; actives 0.24% (n = 390,000);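 note: plate controls were DMSO vehicle for no effect and reference control for full effect; nearly all actives have a fitted effect of over 55% in size; some results filed as inactive show a strong effect at the top dose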
#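 Steps: raffinose overnight preculture; dilution to OD 0.005 in 2% galactose minimal medium; compound addition (concentration series); 24hr at 30C, 99% humidity; absorbance read at 600 nm.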
# Active calls of the source: *; ? = inconclusive; [ ] = dose if it differs, or a comment. Calls come from the whole dose curve; as a rule, active = well fitted activation curve with a large enough effect; inconclusive = small, poorly fitted or top-dose-only effect; inactive = no such curve, though single readings can be large or run the other way. Potency is the fitted concentration of half-maximal effect. Not all compounds are listed; rates above refer to the full screens.
SMILES,Abeta yeast res,FUS yeast rescue
CCOc1ccc(-c2nc(C(N)=O)c3c(n2)n(-c2ccc4c(c2)OCO4)c(=O)n3CC)cc1,-8%,-22%
O=C(NCc1cccs1)C1CCN(C(=O)N2CCOc3ccccc32)CC1,-16%,-17%
O=C(CC1N=C2c3ccccc3N=C(SCc3cccc(Cl)c3)N2C1=O)NCCc1ccccc1 (stereo not drawn),8%,?
Cc1cc(Br)cc2c1N(Cc1ccccc1OC(C)C)C(=O)C2=O,-88%[inhibitor],-2%
Cc1ccc(-c2nc(NC(=O)CSc3nc(C)nc4sc5c(c34)CCCC5)ns2)cc1,-13%,-20%
COC(=O)c1cc2oc3ccccc3c2n1CC(=O)Nc1ccc(C)cc1C,-26%,5%
CCOc1ccccc1NC(=O)CSc1nc2c(c(=O)[nH]1)CCC2,-12%,3%
Cc1ccccc1C(=O)N(Cc1ccc(N(C)C)cc1)CC1CCCO1 (stereo not drawn),2%,18%
COc1ccccc1N1CCN(CCCNC(=O)c2cnn(-c3ccc(C)c(C)c3)c2C2CCN(C(=O)OC(C)(C)C)CC2)CC1,-2%,?
COc1cc(C(=O)NCCCc2nc3ccccc3n2CC(C)C)cc(OC)c1OC,-5%,-30%

# Profiles from above. Order of screens: Abeta yeast res	FUS yeast rescue
# `COc1cc(C(=O)NCCCc2nc3ccccc3n2CC(C)C)cc(OC)c1OC` in the list: -5%	-30%
# `COC(=O)c1cc2oc3ccccc3c2n1CC(=O)Nc1ccc(C)cc1C` in the list: -26%	5%
# `Cc1ccc(-c2nc(NC(=O)CSc3nc(C)nc4sc5c(c34)CCCC5)ns2)cc1` in the list: -13%	-20%
# `Cc1cc(Br)cc2c1N(Cc1ccccc1OC(C)C)C(=O)C2=O` in the list: -88%[inhibitor]	-2%

# Remaining list, next part.
SMILES,Abeta yeast res,FUS yeast rescue
COc1cccc(CNC(=O)c2ccc(NC(=O)N3CCCCc4ccccc43)cc2)c1OC,-4%,23%
COc1cc(/C=C(\C#N)c2nc3ccc(C)cc3[nH]2)ccc1OCc1ccc(C)cc1,-4%,-2%
CCc1nn(CC(=O)NCc2cccc(OC)c2)c(=O)c2cc3cc(F)ccc3n12,2%,-9%
CCSc1nnc(NC(=O)c2cc(=O)c3cc(C)c(C)cc3o2)s1,-10%,-8%
CCN(CC)c1ccc2nc3c(=O)n(C)c(=O)n(C)c3nc2c1,-11%,35%
CCCn1c2ccccc2c2cnn(CC(=O)N(Cc3ccccc3)C(C)C)c(=O)c21,-12%,?
COc1ccccc1Nc1nc(-c2ccccc2F)nc2ccccc12,-10%,-1%
Cc1cccc(-c2nc3ccccc3n2Cc2ccccc2)c1,-28%,18%
CN(C)c1ccc(NC(=O)Cn2c(SCc3ccc(F)cc3)nc3cccnc32)cc1,-7%,-11%
CCOC(=O)c1ccc2c(c1)sc1nc(-c3ccc(OCC)cc3)cn12,4%,-21%
CCc1nn(CC(=O)NCc2ccc(C)cc2)c(=O)c2cc3occc3n12,-6%,5%
Cc1ccc(-c2nnc(Nc3ccccc3)c3ccccc23)cc1S(=O)(=O)N1CCN(C)CC1,9%,5%
Cc1ccc(Cl)cc1N1CCN(C(=O)c2cc(S(=O)(=O)N3CCCCCC3)cn2C)CC1,17%,?
Cc1ccc(CNC(=O)CSc2nc3ccsc3c(=O)n2Cc2ccccc2F)cc1,-11%,-5%
COc1ccc(C(=O)CN2CCN(S(=O)(=O)c3ccc(F)cc3)CC2)cc1,-13%,11%
COc1ccc(-c2c3c(=O)n(C)c(=O)n(C)c3c3n2-c2ccccc2NC3c2ccc(O)cc2O)cc1 (stereo not drawn),-29%,?
COC(=O)CN1C(=O)C(O)(c2c(C)[nH]c3ccccc23)c2ccccc21 (stereo not drawn),18%,4%
COC(=O)c1c(NC(=O)C2c3ccccc3Oc3ccccc32)sc2c1CCC(C)C2 (stereo not drawn),-19%,-3%
COc1ccc(N2CC(NC(=O)c3ccc(S(=O)(=O)N4CCOCC4)cc3)CC2=O)cc1 (stereo not drawn),-2%,19%
COc1ccc(CNC(=O)c2cc(-c3ccc(OC)c(OC)c3)nc3n[nH]c(-c4ccc(C)cc4)c23)cc1,-18%,48%
CC1CCCCN1CC(=O)N1CCCc2c1c(=O)oc1ccc(OCc3ccccc3)cc21 (stereo not drawn),-17%,18%
COc1ccc2nc(N3CCN(C(=O)c4ccco4)CC3)sc2c1,-3%,7%
CCc1ccc(N2CCn3c2nc2c3c(=O)n(CCc3ccccc3)c(=O)n2C)cc1,-20%,-18%
O=C(NC1CCCCC1)c1ccc2c(c1)sc1nc(-c3ccccc3)cn12,-5%,7%
O=C1CC(c2ccccc2)Cc2[nH]c(=O)c(C(=O)Nc3cccc(F)c3)cc21 (stereo not drawn),-15%,0%
Cc1ccc(NC(=O)CSc2nnc3nc(C)cc(C)n23)cc1,-20%,-7%
CCOC(=O)c1ccc(NC(=O)c2ccc3c(c2)c(C)c(C)n3Cc2ccc(F)cc2)cc1,-22%,21%
COc1ccc(C2c3c(oc4cc(C)cc(C)c4c3=O)C(=O)N2Cc2ccco2)cc1OC (stereo not drawn),4%,-21%
Cc1cccc(C)c1NC(=O)NCCc1c[nH]c2ccccc12,-1%,0%
CCOc1ccc(NC(=O)c2nn(C)c3c2COc2ccccc2-3)cc1,-5%,3%

# Grouped by structure, the compounds so far containing a furan ring, fused or not
SMILES,Abeta yeast res,FUS yeast rescue
COC(=O)c1cc2oc3ccccc3c2n1CC(=O)Nc1ccc(C)cc1C,-26%,5%
CCc1nn(CC(=O)NCc2ccc(C)cc2)c(=O)c2cc3occc3n12,-6%,5%
COc1ccc2nc(N3CCN(C(=O)c4ccco4)CC3)sc2c1,-3%,7%
COc1ccc(C2c3c(oc4cc(C)cc(C)c4c3=O)C(=O)N2Cc2ccco2)cc1OC (stereo not drawn),4%,-21%

# Later entries
SMILES,Abeta yeast res,FUS yeast rescue
Cc1nc(-c2ccc(C)c(S(=O)(=O)N3CCC(C(=O)Nc4ccc(Cl)cc4)CC3)c2)no1,-29%,10%
CCCCn1c(CNC(=O)c2ccc(OC)cc2)nnc1SCC(=O)Nc1ccccc1,-8%,25%
Cc1ccc(Cn2c(=O)c3cccnc3n(Cc3ccc(F)cc3)c2=O)cc1,-6%,0%
Cc1cc(C)c(CN2C(=O)c3ccccc3S(=O)(=O)c3ccc(C(=O)OCC4CCCO4)cc32)c(C)c1 (stereo not drawn),6%,26%
Cc1nc2nc(SCC(=O)Nc3cccc(Cl)c3)nn2c(C)c1Cc1ccccc1,-5%,23%
Cc1ccc(OCC(=O)N(Cc2ccc(Cl)cc2)Cc2ccco2)cc1C,11%,14%
O=C(CC1NCCNC1=O)Nc1cccc(F)c1 (stereo not drawn),-7%,3%
Cc1cccc(NC(=O)Cn2c(=O)oc3cc(S(=O)(=O)NCc4ccccc4)ccc32)c1,-12%,17%
CCOC(=O)c1ccccc1NC(=O)CSc1nc(=O)[nH]c2c1CCCC2,-2%,3%
CCc1nc(C)cn1S(=O)(=O)c1ccc(Cl)c(Cl)c1OC,-11%,10%
COC(=O)c1sccc1S(=O)(=O)N(CC(=O)NCc1ccccc1)c1ccc(C)c(C)c1,-41%[inhibitor],-15%
COc1cc(OC)c(NS(=O)(=O)c2c(C(=O)N3CCCCCC3)c(C)n(C)c2C)cc1Cl,-9%,16%
COc1ccc(NC(=O)CSC2=Nc3ccccc3C3=NC(CCC(=O)NC4CCCCC4)C(=O)N23)cc1Cl (stereo not drawn),14%,-1%
COc1ccccc1NC(=O)CSc1nnc2c(n1)[nH]c1ccccc12,-10%,3%
Cc1ccc(NC(=O)C2CCC(CNS(=O)(=O)c3ccc4c(c3)CCCC(=O)N4)CC2)c(C)c1 (stereo not drawn),-16%,-3%
CCc1ccc(CNC(=O)Cn2nc(C)c3c(C)n(-c4ccc(C)cc4)nc3c2=O)cc1,-1%,-8%
COc1ccccc1-c1ccnc2[nH]n(-c3ccccc3)c(=O)c12,-14%,6%
COc1cc(C2CC(=O)Nc3cc4c(cc32)OCCO4)cc(OC)c1O (stereo not drawn),-13%,-5%
Cc1ccc(NC(=O)CCCn2c(=O)c3cccn3c3ccccc32)cc1Cl,-7%,10%
O=[N+]([O-])c1cc(-c2nc(-c3ccccn3)no2)ccc1NCc1ccccc1,-9%,18%
O=C(Cc1ccccc1)Nc1c(C(=O)c2ccccc2)oc2ccccc12,-3%,-6%
Cc1ccc(S(=O)(=O)n2nc(C)c(S(=O)(=O)N3CCCCCC3)c2C)cc1C,-6%,4%
COc1ccc(CC(=O)NCc2ccc3c(c2)CCN3C(C)=O)cc1,-15%,-4%
CCCCCc1ccc(-c2ccc(Br)cc2)nc1,-1%,-27%
CCC(C)n1c(=N)c(C(=O)NCc2ccco2)cc2c(=O)n3cc(C)ccc3nc21 (stereo not drawn),-6%,6%
CCOC(=O)c1ccc(NC(=O)/C(C#N)=C/c2ccc(OC)cc2)cc1,6%,4%
N#Cc1c(C(F)(F)F)cc(-c2cccs2)nc1SCC(=O)Nc1cccc(Br)c1,-5%,2%
COc1ccc(NC(=O)CC2C(=O)N(c3ccc(C)cc3)C(=O)N2C2CCCC2)cc1 (stereo not drawn),-18%,19%
Cc1ccc(-c2noc(-c3nnn(CC(=O)Nc4ccc(C)cc4Cl)c3N)n2)cc1,1%,-20%
COc1ccc(OC)c(CCNC(=O)CCCn2c(=O)c3cccn3c3ccccc32)c1,-8%,11%

# A different layout for 3 compounds above:
Structure: COc1cc(/C=C(\C#N)c2nc3ccc(C)cc3[nH]2)ccc1OCc1ccc(C)cc1
  Abeta yeast res: -4% | FUS yeast rescue: -2%
Structure: CCc1ccc(CNC(=O)Cn2nc(C)c3c(C)n(-c4ccc(C)cc4)nc3c2=O)cc1
  Abeta yeast res: -1% | FUS yeast rescue: -8%
Structure: CCOc1ccc(NC(=O)c2nn(C)c3c2COc2ccccc2-3)cc1
  Abeta yeast res: -5% | FUS yeast rescue: 3%

# New compounds follow.
SMILES,Abeta yeast res,FUS yeast rescue
Cc1ccc(CN2CCC(CNC(=O)c3cnn(-c4ccccc4Cl)c3C3CCN(C(=O)OC(C)(C)C)CC3)CC2)cc1,2%,33%
CCCCN(C)CCCNC(=O)c1cc(=O)[nH]c2ccc(S(=O)(=O)N3CCCCC3)cc12,9%,6%
COc1ccc(NC(=O)CSc2nncn3c2cc2oc(C)cc23)cc1OC,-10%,-11%
COc1ccc(OC)c(NC(=O)c2cn3c4c(ccc(Cl)c4c2=O)OC(C)C3)c1 (stereo not drawn),-8%,6%
CCN1CCN(c2ncnc3c2cnn3-c2ccc(F)cc2)CC1,-10%,-2%
COc1cccc(C2c3c(oc4ccc(C)cc4c3=O)C(=O)N2CCCN2CCOCC2)c1OC (stereo not drawn),-2%,19%
Cc1cccc(/C=C(\C#N)c2nc3ccccc3c(=O)[nH]2)c1,-11%,-21%
COC(=O)c1cc(NC(=O)Cn2nc(-c3ccc(C)c(C)c3)ccc2=O)cc(C(=O)OC)c1,3%,0%
Cc1cn2c(=O)c(S(=O)(=O)NC(C)c3ccccc3)c(C)nc2s1 (stereo not drawn),4%,-21%
Cc1ccc(NC(=O)c2cc(S(=O)(=O)N3CCCc4ccccc43)ccc2F)cc1F,-15%,35%
NC(=O)C1(N2CCCCC2)CCN(C(=O)Nc2ccc(F)cc2)CC1,-3%,-19%
CC(=O)c1cccc(NC(=O)CCCN2C(=O)COc3ccc(C)cc32)c1,-13%,12%
Cc1ccc(NC(=O)c2oc3ccc4c(c3c2C)C(=O)CC(C)(C)O4)c(C)c1,-13%,0%
CCCn1c(=N)c(C(=O)NCc2ccccc2)cc2c(=O)n3cccc(C)c3nc21,-7%,-17%
COc1ccc2nc(NS(=O)(=O)c3ccc(C)cc3)c(Nc3cc(Cl)ccc3OC)nc2c1,-18%,4%
COc1ccc(Cl)cc1NC(=O)c1c(NCc2ccc(C)o2)sc2c1CCCC2,-9%,29%
O=C(CSc1nnc(-c2ccc(Cl)cc2)c(-c2ccc(Cl)cc2)n1)NC1CCCC1,-5%,26%
COc1ccc(C)cc1NC(=O)N(Cc1ccc(C)o1)C1CCN(C(C)=O)CC1,-1%,17%
O=C(CSc1ncc2c(n1)-c1ccccc1N(Cc1ccc(Cl)cc1)S2(=O)=O)c1ccccc1,-12%,11%
CCc1ccc(-n2c(=O)c3ccccc3n(CC(=O)NCCc3ccc(OC)c(OC)c3)c2=O)cc1,1%,-8%
CCOc1ccc(-c2cc3nc(C4CCN(C(=O)OC(C)(C)C)CC4)c(C(=O)Nc4ccc(C)cc4Cl)cn3n2)cc1,-6%,28%
CC(=O)Nc1ccccc1-c1nc2ccccc2n(C(C)C(=O)Nc2cccc(C)c2C)c1=O (stereo not drawn),0%,-1%
Cc1cc(-c2ccccc2)nc2cc(C(=O)Nc3ccc(Cl)c(Cl)c3)nn12,-11%,6%
